Compound activity deposited in PubChem BioAssay by National Center for Advancing Translational Sciences (NCATS).
Tau fluor cs: counter-screen for tau fibril formation inhibitors. tau K18 P301L Alexa594 fluorescence, heparin fibrillization. Potency, µM (highest dose often 57.7 µM), for the others: top-dose activity change, negative = decrease. 280,000 compounds, 0.93% hits. AID 1463; note: nearly all actives have a fitted effect of over 55% in size
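Human tau K18 P301L (15 uM unlabeled, 0.24 uM Alexa 594-labeled) in 100 mM sodium acetate pH 7 with 20 uM heparin, 6 hr at 37 C. ThT 30 uM added, 1 hr ambient; Alexa 594 FP and total fluorescence read at 555/632 nm.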
L3MBTL1 inh: inhibitors of human L3MBTL1; AlphaScreen L3MBTL1–H3K9me1 peptide binding; Potency, µM (titrated, usually from 57.1 µM), for inactives: at the top dose activity, negative = inhibition, actives largely listed as inhibitors; 230,000 compounds, 0.66% hits; AID 485360; note: nearly all actives have a fitted effect of over 60% in size
Target sequence (Q9Y468 whole entry, looked up): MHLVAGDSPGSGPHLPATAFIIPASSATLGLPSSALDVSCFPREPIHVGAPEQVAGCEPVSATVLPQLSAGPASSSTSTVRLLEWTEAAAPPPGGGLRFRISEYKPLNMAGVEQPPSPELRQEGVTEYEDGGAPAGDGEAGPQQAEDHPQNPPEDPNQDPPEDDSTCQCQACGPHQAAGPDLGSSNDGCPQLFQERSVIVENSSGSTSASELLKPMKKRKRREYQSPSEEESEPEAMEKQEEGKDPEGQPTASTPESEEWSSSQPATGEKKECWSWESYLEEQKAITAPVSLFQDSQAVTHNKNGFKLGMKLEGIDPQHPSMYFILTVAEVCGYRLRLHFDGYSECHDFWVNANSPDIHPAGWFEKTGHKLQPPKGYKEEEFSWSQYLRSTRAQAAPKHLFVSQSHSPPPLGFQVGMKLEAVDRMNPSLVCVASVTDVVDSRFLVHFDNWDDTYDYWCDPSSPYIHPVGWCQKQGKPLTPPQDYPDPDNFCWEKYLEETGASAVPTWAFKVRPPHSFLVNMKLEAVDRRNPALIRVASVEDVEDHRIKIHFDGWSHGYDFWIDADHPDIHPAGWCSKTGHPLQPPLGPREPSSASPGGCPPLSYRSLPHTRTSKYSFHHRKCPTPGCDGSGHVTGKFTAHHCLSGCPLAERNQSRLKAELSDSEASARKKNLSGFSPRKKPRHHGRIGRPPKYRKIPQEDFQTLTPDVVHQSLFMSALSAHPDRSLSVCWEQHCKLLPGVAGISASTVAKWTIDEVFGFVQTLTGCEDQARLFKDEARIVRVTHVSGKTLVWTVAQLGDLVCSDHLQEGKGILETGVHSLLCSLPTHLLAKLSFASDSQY
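L3MBTL1 (50 nM) pre-complexed 30 min with biotinylated H3(1-15)K9me1 peptide (75 nM), then compounds added for 30 min at room temperature; AlphaScreen streptavidin donor/nickel chelate acceptor beads (10 ug/mL final) read after 30 min dark incubation.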
TRb SRC2 PPI: TRbeta-SRC2 interaction inhibition. P10828. TRbeta-SRC2 peptide binding, fluorescence polarization; receptor liganded with 1 µM T3. Potency, µM (highest dose often 106 µM), without a hit: at the top dose activity change, negative = inhibition, usual class: inhibitors. 280,000 compounds, 0.065% hits;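 note: plate controls were bound peptide for no effect and peptide without receptor for full effect; nearly all actives have a fitted effect of over 50% in size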
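Read-out is fluorescence polarization (555 nm excitation, 632 nm emission) of a Texas Red SRC2 coactivator peptide; loss of signal reflects blocked binding to human TRb ligand-binding domain in the presence of 1 uM T3.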
ALDH1A1 inh: inhibitors of human aldehyde dehydrogenase 1A1; P00352; Purified ALDH1A1, NADH fluorescence, propionaldehyde substrate; Potency, µM (top dose mostly 75.3 µM), for the others: top-dose activity, negative = inhibition, hits mostly inhibitors; 220,000 compounds, 7.3% hits; AID 1030; active = well fitted inhibition curve with a large enough effect, not every such curve was filed as active; inconclusive = small, poorly fitted or top-dose-only effect, or another doubt; inactive = no such curve, though single readings can be large or run the other way;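 note: plate controls were no enzyme wells and a reference inhibitor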
Tau fibril ThT: blocks human tau fibril formation measured by thioflavin T | P10636 | recombinant tau K18 P301L (four-repeat tau fragment), heparin-induced fibrillization, ThT fluorescence | Potency, µM (top dose mostly 57.4 µM), without a hit: top-dose activity, negative = inhibition, actives largely listed as inhibitors | 270,000 compounds, 2.1% hits; note: nearly all actives have a fitted effect of over 55% in size
Target sequence (P10636 561-689 P618L limits assumed): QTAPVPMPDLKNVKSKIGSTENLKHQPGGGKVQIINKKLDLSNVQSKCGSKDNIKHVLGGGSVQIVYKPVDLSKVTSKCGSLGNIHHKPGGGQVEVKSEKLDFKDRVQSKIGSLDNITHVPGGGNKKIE
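In this qHTS, human K18 P301L tau is incubated with compound and heparin for 6 hr at 37 C, and Thioflavin T fluorescence then reports fibril load.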
Tau fibril FP: inhibitors of human tau fibril formation; P10636; K18 P301L tau heparin fibrillization, Alexa594 FP, 6 h; Potency, µM (series often up to 57.7 µM), for inactives: top-dose activity, negative = inhibition, usual class: inhibitors; 280,000 compounds, 0.39% hits; note: nearly all actives have a fitted effect of over 55% in size
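K18 P301L tau (15 uM unlabeled/0.24 uM Alexa 594-labeled, final) + compound + heparin 20 uM final; 100 mM NaOAc pH 7; 6 hr 37 C; ThT 30 uM final added, 1 hr RT; FP ex 555/em 632 nm.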
TR SRC2 fluor cs: Texas Red fluorescence interference in TRb-SRC2 counter-screen; TRb/SRC2 Texas Red total fluorescence interference; Potency, µM (top dose mostly 106 µM), for inactives: at the top dose fluorescence change, negative = quenching; 280,000 compounds, 0.29% hits; AID 1479; active = well fitted curve in either direction with a large enough effect; inconclusive = small, poorly fitted or top-dose-only effect
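Human TRb ligand-binding domain at 0.6 uM with 20 nM Texas Red SRC2 peptide in Tris buffer containing 1 uM T3 and 5% DMSO, incubated with compound 5 h at ambient temperature. Total fluorescence (555/632 nm) calculated as parallel + 2 × perpendicular.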
aGal spleen mod: inhibits or activates alpha-galactosidase in human spleen homogenate. human spleen homogenate, 4MU-alpha-Gal fluorescence, 40 min. 240,000 compounds, 0.008% hits. Potency, µM (doses to about 80 µM), inactives show at the highest dose activity change, negative = inhibition, hits mostly inhibitors. AID 2107. P06280;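 note: 0% = enzyme with vehicle and -100% = no enzyme basal signal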
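qHTS titration in buffer at pH 5.0. Alpha-galactosidase activity in spleen homogenate was measured via 4-methylumbelliferone release from 1 mM fluorogenic substrate after 40 min at 37C and a pH 10 stop. AC50 came from Hill fits of control-normalized data.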
An asterisk follows results filed as active; ? = inconclusive; nt = not tested or not shown; [ ] = another dose, or the depositor's remark. Unless noted, calls come from the whole dose curve; as a rule, active = well fitted curve in the direction sought with a large enough effect; inconclusive = small, poorly fitted or top-dose-only effect, or another doubt; inactive = no such curve, though single readings can be large; an effect the other way counts as inactive or inconclusive. Unless noted, % is set by controls: 0 for no effect and ±100 for the full control effect; potency is the fitted concentration of half-maximal effect.

SMILES	Tau fluor cs	L3MBTL1 inh	TRb SRC2 PPI	ALDH1A1 inh	Tau fibril ThT	Tau fibril FP	TR SRC2 fluor cs	aGal spleen mod
COc1ccc(-c2nc(SCC(=O)NC3CCCC3)c(-c3ccc(F)cc3)[nH]2)cc1	14µM*[quencher]	nt	-4%	nt	?	8%	-4%	nt
CC(C)C(=O)O/N=C(\N)c1ccccn1	0%	7%	-4%	0%	-7%	4%	-1%	-2%
O=C(CN1C(=O)CC(c2ccccc2)S(=O)(=O)c2ccccc21)N1CCCC1 (centres undefined)	2%	nt	-7%	4%	0%	0%	-1%	4%
O=C(NCc1ccco1)c1ccc(Oc2ccccc2)cc1	-18%	nt	-1%	?	-9%	2%	0%	9%
CC1Cn2c(nnc2C23CC4CC(CC(C4)C2)C3)S1 (centres undefined)	0%	0%	2%	2%	-12%	6%	-3%	1%
COCCn1c(SCc2ccc(OC)c(F)c2)nc2ccccc2c1=O	-21%	nt	6%	-5%	-22%	-11%	1%	-1%
c1ccc(-c2cn3nc(-c4ccccc4)c(-c4ccccc4)nc3n2)cc1	-1%	95%[activator]	4%	?	?	2%	-1%	2%
COc1ccc(-n2c(N)c(C(=O)NCc3ccco3)c3nc4ccccc4nc32)cc1OC	?	10%	-1%	?	?	-12%	-2%	5%
O=C(CSc1cccc2cccnc12)N/N=C/c1cccnc1	-10%	nt	-3%	?	-13%	2%	-1%	1%
CCOC(=O)c1nn(-c2ccc(F)cc2)cc1O	5%	nt	2%	0%	2%	-1%	-1%	0%
CCCN=CC1=C(O)CC(c2ccccc2)CC1=O (centres undefined)	-8%	-4%	7%	-10%	-6%	-2%	-2%	3%
CCC(C(=O)Nc1ncc(C)s1)c1ccccc1 (centres undefined)	-6%	-12%[11.4 µM]	-9%	6%	2%	-10%	-2%	0%
Cc1cc(C)cc(NC(=O)c2ccc([N+](=O)[O-])o2)c1	-14%	-15%	-3%	-3%	-19%	10%	1%	-5%
O=C(Nc1ccccc1C(=O)Nc1ccccn1)c1ccc([N+](=O)[O-])cc1	-14%	6%	-4%	-1%	5%	-3%	0%	2%
CCn1cc(CNC(=O)c2cc(-c3ccc(C)cc3)nc3ccc(Br)cc23)c(C)n1	-10%	nt	1%	nt	-8%	-11%	?	nt
CCOC(=O)c1ccccc1NC(=O)Cn1nnc2sc3c(c2c1=O)CCCC3	-12%	nt	0%	nt	-3%	-4%	0%	nt
CCC(C(=O)Nc1ccsc1C(=O)OC)c1ccccc1 (centres undefined)	-12%	95%[activator]	-3%	11µM*	-8%	-1%	-2%	-5%
COC1(c2ccccc2)NC(=S)NN=C1c1ccccc1 (centres undefined)	-6%	nt	-6%	0.89µM*	-12%	0%	-1%	3%
O=C(COc1ccccc1)N/N=C/c1ccc(O[C@@H]2O[C@H](CO)[C@@H](O)[C@H](O)[C@H]2O)cc1	11%	5%	-3%[53 µM]	5%	3%	4%	-1%[53 µM]	-2%
CCN(CC)S(=O)(=O)c1cc(-c2onc(C)c2C)ccc1OC	-5%	nt	7%	nt	6%	-4%	0%	nt
CCc1cccc(NC(=O)C2CCCN(c3ncnc4onc(-c5ccc(F)cc5)c34)C2)c1 (centres undefined)	?	nt	-1%	nt	-6%	-10%	1%	nt
Cc1c(/N=C/c2ccco2)n(Cc2ccccc2)c2ccccc12	?	-27%	4%	?	?	1%	-2%	-29%
COc1cc(C2CC(=O)C3=C(C2)Nc2ncnn2C3c2cccs2)cc(OC)c1OC (centres undefined)	-1%	-7%	9%	nt	7%	0%	-1%	?
O=C(NCc1ccc(Cl)cc1)c1ccc2c(c1)NC(=O)C(CS(=O)(=O)Cc1ccccc1Cl)N2 (centres undefined)	-25%	nt	-1%	nt	?	?	1%	nt
Cc1ccc2nc(N(CCCN(C)C)C(=O)c3cc4ccccc4oc3=O)sc2c1	0%	-4%	-3%	4%	?	-1%	-1%	4%
COc1ccc(C(=O)NC(Nc2ccccc2)C(Cl)(Cl)Cl)cc1 (centres undefined)	-28%	4%	3%	-3%	-2%	1%	-3%	0%
COc1ccc(CN2CCOCC2)cc1OC	-4%	nt	3%	4%	-17%	2%	0%	3%
CCCCCC(=O)Nc1c(-c2cccs2)c(=O)c2ccccc2n1C	-12%	nt	-11%	?	0%	0%	3%	4%
Cc1ccc(NCC(=O)N/N=C/c2cc3ccccc3nc2Cl)cc1	?	-1%	?	10µM*	18µM*	2%	-4%	3%
COc1ccc(C(CC(=O)N2CCOCC2)C(C)C)cc1 (centres undefined)	-13%	-7%	1%	-3%	-10%	-8%	0%	-9%
O=C(O)C1CC=CCC1C(=O)NCc1ccc2c(c1)OCO2 (centres undefined)	4%	25%	-1%	6%	0%	4%	1%	4%
NCCCCCc1nnc(SCC(N)=O)o1	-1%	nt	-1%	10%	-6%	-3%	1%	1%
C/C(=N\NC(=O)c1ccc(-c2ccccc2)cc1)c1cccc(N)c1	-15%	-4%	-1%	22µM*	?	-2%	0%	-3%
CCSC1=NC(=O)/C(=C2/C=Cc3ccccc3N2CC)S1	?	nt	2%	-3%	7.1µM*	17%	-2%	4%
O=C(Cn1c(=O)oc2cc(S(=O)(=O)NCc3ccccc3)ccc21)NCc1ccccc1Cl	-7%	nt	2%	nt	7%	?	-9%	nt
COC(=O)Cc1ccc(NC(=S)NCc2ccccc2OC)cc1	-3%	-2%	-5%	-17%	-6%	0%	-1%	-4%
Oc1c(C(c2ccc(F)cc2)N2CCN(Cc3ccccc3)CC2)sc2nc(-c3ccco3)nn12 (centres undefined)	-3%	nt	-2%	nt	-6%	-5%	-1%	nt
Cc1cc(C)cc(NC(=O)C2CCCN2S(=O)(=O)c2ccc3c(c2)CCCC(=O)N3)c1 (centres undefined)	-4%	nt	-1%	nt	0%	-3%	0%	nt
N#Cc1cccc(NC(=O)COC(=O)c2ccc3c(=O)n4c(nc3c2)CCC4)c1	-7%	-1%	3%	?	-9%	-7%	0%	-4%
CC(C)CNC(=O)COC(=O)c1cccc(S(=O)(=O)NCC(F)(F)F)c1	-14%	nt	5%	nt	-8%	-6%	-2%	0%
Cc1ccsc1C(=O)Nc1ccccc1N1CCOCC1	-8%	nt	-8%	9%	-8%	-2%	0%	-4%
Cc1cc(C)c2c(N)c(C(=O)NN3CC(=O)N(c4ccccc4F)CC3=O)sc2n1	3%	-4%	3%	?	-5%	7%	3%	7%
O=C(C1CC1)N1CCc2cc(S(=O)(=O)NCCC3=CCCCC3)ccc21	-15%	3%	-11%	?	-15%	10%	-1%	3%
CCNC(=S)NNC(=O)c1ccncc1	6%	9%	1%	-1%	2%	3%	-3%	1%
CCCCOC(=O)/C(C#N)=C/c1ccc(-c2ccc(Br)cc2)o1	-17%	nt	2%	nt	-10%	-13%	-47%	nt
CCc1ccccc1NC(=O)CN(C)C(=O)CSc1nnc(Nc2cccc(C)c2C)s1	-10%	-8%	3%	-6%	-17%	5%	-4%	7%
COc1ccc(CCNS(=O)(=O)c2cc(-c3cc(C)no3)ccc2OC)cc1OC	-19%	nt	1%	nt	-14%	-2%	0%	nt
CCOC(=O)c1cc(C)sc1/N=C/C1C(=O)CC(C)(C)CC1=O	-7%	0%	-3%	13µM*	-8%	-2%	-3%	2%
O=C(CSc1nnc(-c2ccncc2)n1-c1ccccc1)Nc1ccc(C(=O)O)cc1	-8%	nt	-7%	-6%	-9%	-4%	-4%	-2%
O=C(CN1C2CCCC1CC(NC(=O)c1ccccc1)C2)Nc1nccs1 (centres undefined)	-2%	2%	1%	?	-7%	-4%	2%	-5%
Cc1ccc(/C=C/c2onc(C)c2S(=O)(=O)N2CCC(C(=O)N3CCC(N(C)C(C)C)CC3)CC2)cc1	7%	nt	4%	nt	6%	11%	1%	nt
CCOc1ccc(Cl)cc1CSc1n[nH]c(C)n1	-3%	-5%	-8%	11%	1%	-6%	-1%	8%
O=C(CSc1nnc2c(n1)[nH]c1ccccc12)Nc1ccc(S(=O)(=O)Nc2ncccn2)cc1	-5%	nt	1%	-7%	-8%	-3%	-10%	4%
Cc1cc2nnc(SCC(=O)N(C)C3CCS(=O)(=O)C3)n2c2ccccc12 (centres undefined)	3%	?	-7%	-6%	3%	-1%	-2%	-21%
COc1ccc(N=C2C(=O)Nc3c(C)cccc32)cc1	-14%	-4%	-8%	14µM*	?	-14%	-4%	-4%
CCSc1nnc2ccc(-c3ccco3)nn12	1%	nt	-10%	?	-1%	-3%	-3%	-1%
CC(NC(=O)CC1Nc2ccccc2NC1=O)c1ccccc1 (centres undefined)	0%	5%	-9%	?	-2%	1%	-3%	4%
Cc1cccc(-n2c(O)c(C=Nc3cccc(O)c3)c3ccccc3c2=O)n1	-20%	-10%	7%	nt	-13%	-2%	0%	-3%
CCOP(=O)(Nc1ccc2oc(=O)c3ccccc3c2c1)OCC	-12%	nt	-4%	nt	0%	-15%	-1%	-19%
CCc1nnc(NC(=O)c2cccnc2)s1	-6%	nt	-15%	-5%	-10%	-3%	-2%	2%

Random excerpt: two compounds from above, in no set order.
SMILES	Tau fluor cs	L3MBTL1 inh	TRb SRC2 PPI	ALDH1A1 inh	Tau fibril ThT	Tau fibril FP	TR SRC2 fluor cs	aGal spleen mod
CCCCOC(=O)/C(C#N)=C/c1ccc(-c2ccc(Br)cc2)o1	-17%	nt	2%	nt	-10%	-13%	-47%	nt
NCCCCCc1nnc(SCC(N)=O)o1	-1%	nt	-1%	10%	-6%	-3%	1%	1%

Some of these compounds in order of molar mass, high to low:
SMILES	Tau fluor cs	L3MBTL1 inh	TRb SRC2 PPI	ALDH1A1 inh	Tau fibril ThT	Tau fibril FP	TR SRC2 fluor cs	aGal spleen mod
O=C(Cn1c(=O)oc2cc(S(=O)(=O)NCc3ccccc3)ccc21)NCc1ccccc1Cl	-7%	nt	2%	nt	7%	?	-9%	nt
CCSC1=NC(=O)/C(=C2/C=Cc3ccccc3N2CC)S1	?	nt	2%	-3%	7.1µM*	17%	-2%	4%
COc1ccc(CN2CCOCC2)cc1OC	-4%	nt	3%	4%	-17%	2%	0%	3%
